CXCR6 block: blocks human CXCR6 beta-arrestin recruitment. O00574. CHO-K1 PathHunter CXCR6 beta-arrestin, luminescence. inhibition, % at 20 µM. 0.36% of 360,000 active. AID 602244; in the data active means inhibition above about 34%, passing the limit was not always enough;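 further: antagonist mode with CXCL16 agonist at 10 nM final; 0% = 10 nM CXCL16 with DMSO and 100% = unstimulated wells without agonist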
APJ antagonist: blocks the human apelin receptor APJ; P35414; CHO-K1 APJ beta-arrestin complementation, luminescence; inhibition, % at 20 µM; 0.32% of 330,000 active; AID 2521;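 active means inhibition above about 40% at 20 µM, limit read from the data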;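 further: cells challenged with 10 nM apelin-13 agonist together with compound; plate controls were apelin-13 plus DMSO wells for no effect and DMSO wells lacking apelin-13 for full effect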
CCR6 antagonist: antagonists of human CCR6 receptor; CHO-K1 CCR6 PathHunter beta-arrestin, luminescence, CCL20-stimulated; 0.49% of 340,000 active; P51684; inhibition, % at 20 µM; AID 493098;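 active means compounds whose inhibition of the agonist-driven luminescence signal at 20 µM reaches about 50%, limit read from the data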;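 further: cells stimulated with CCL20 at 14 nM final; plate controls were DMSO with CCL20 for no effect and DMSO without agonist for full effect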
EBI2 block: EBI2 (human) antagonism; AID 651636; P32249; EBI2 beta-arrestin recruitment, luminescence, 7a,25-OHC stimulated; 0.81% of 360,000 active; inhibition, % at 5 µM; in the data active means inhibition above about 38%;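 further: enzyme fragment complementation signal reports receptor beta-arrestin coupling in cells; 0% = agonist plus DMSO wells and 100% = wells without agonist; some results beyond the cut were filed as inactive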
ATG4B inhibitor: inhibitors of human ATG4B cysteine protease; Q9Y4P1; AID 504462; ATG4B cleavage of LC3-PLA2, NBD-HPC fluorescence, 1 h; inhibition, % at 8.33 µM; 0.51% of 340,000 active; in the data active means inhibition above about 40%
Gli-Sufu antag: antagonists of Gli-Sufu signaling; Sufu-KO-LIGHT fibroblasts, Gli luciferase reporter luminescence; inhibition, % at 5 µM; 0.74% of 340,000 active; AID 588413;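 active means inhibition above about 55%, limit read from the data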;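 further: 0% = DMSO-treated cells and 100% = wells with medium but no cells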
UBC13 polyUb: human UBC13 polyubiquitination inhibition; UBC13 polyubiquitin chain formation, TR-FRET; 0.47% of 330,000 active; inhibition, % at 20 µM; AID 485273; in the data active means inhibition above about 45%, passing the limit was not always enough
APJ ag: agonists of human APJ apelin receptor. CHO-K1 APJ PathHunter beta-arrestin, luminescence; 0% DMSO wells, 100% apelin. 0.11% of 330,000 active. P35414. activation, % at 20 µM;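 active means activation more than six SD over the plate average, tested at 20 µM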;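 further: 0% = DMSO alone and 100% = apelin-13 at 10 nM; some results filed as inactive read as strong as hits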
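Test system: CHO-K1 APJ beta-arrestin complementation cell line. Amount: cell density 1000 per well. Controls: DMSO negative, 10 nM Apelin-13 positive. Signal: luminescent beta-gal fragment complementation, chemiluminescent substrate. Read-out basis: agonist-driven arrestin binding to APJ. Timing: compound stimulation 90 min at 25 °C, detection 60 min.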
Starred values were filed as active, the others as inactive; · = no result given; & = joins results of further samples.

The first two records (preview)
SMILES	CXCR6 block	APJ antagonist	CCR6 antagonist	EBI2 block	ATG4B inhibitor	Gli-Sufu antag	UBC13 polyUb	APJ ag
Cn1c(SCC(=O)NC2(C#N)CCCCC2)nnc1-c1cccnc1	-4	25	-1	-15	2	1	-2	-1
COc1ccc(OC)c(N(CC(=O)N2CCc3ccccc3C2)S(C)(=O)=O)c1	1	12	5	-6	2	2	1	-5

This part in full, from the start:
SMILES	CXCR6 block	APJ antagonist	CCR6 antagonist	EBI2 block	ATG4B inhibitor	Gli-Sufu antag	UBC13 polyUb	APJ ag
Cn1c(SCC(=O)NC2(C#N)CCCCC2)nnc1-c1cccnc1	-4	25	-1	-15	2	1	-2	-1
COc1ccc(OC)c(N(CC(=O)N2CCc3ccccc3C2)S(C)(=O)=O)c1	1	12	5	-6	2	2	1	-5
CC1(C)OC(=O)C(C(c2ccccc2)C(C#N)C(N)=O)=C(O)O1 (stereo unspecified)	0	22	11	-22	0	1	-5	0
O=C1/C(=C/c2ccccc2)SC(=S)N1C1CCS(=O)(=O)C1 (stereo unspecified)	-7	-30	8	3	16	10	0	3
CCCCCCCCN1[C@@H](CC(=O)O)c2cc(C(F)(F)F)ccc2S1(=O)=O	-6	20	11	3	2	22	-7	-4
CC(=O)Nc1ccc(S(=O)(=O)NCCC(=O)OCc2ccccc2F)cc1	-1	-49	5	6	-1	·	-6	-1
COc1ccc(NC(=O)c2ccc(-c3ccc([N+](=O)[O-])cc3)o2)cc1	-9	-14	5	12	-4	5	-14	1
CC(C)(C)N(Cc1ccc2c(c1)OCO2)C(=O)/C=C\S(=O)c1ccccc1 (stereo unspecified)	-6	·	6	10	3	3	·	·
COc1ccc(C(=O)N2c3ccccc3C(=O)OC2c2ccc3c(c2)OCO3)cc1 (stereo unspecified)	8	14	-2	9	-15	-21	-2	-2
CCC(=O)Nc1cc2c3c(c1)CCN3C(=O)CC2	-8	-15	4	-8	8	-11	2	-4
Cn1c(N)c(N=Nc2ccc(S(N)(=O)=O)cc2)c(=O)n(C)c1=O	4	11	-2	4	-4	4	-23	-4
OCC1OC(n2ccc3c(NO)ncnc32)C(O)C1O (stereo unspecified)	-5	·	-6	-6	3	75*	·	·
Cc1nn(Cc2ccc(F)cc2)c(C)c1NC(=O)c1nn(C)cc1Cl	-4	2	5	-21	1	1	4	-2
CCCn1c(=O)c(C(=O)c2ccccc2)nc2ccccc21	-1	-7	0	8	4	1	-5	-2
COC(=O)c1sc(S(=O)(=O)N2CCCCC2C)c(C(=O)OC)c1C (stereo unspecified)	14	1	19	7	3	1	1	-5
S=c1[nH]nc(-c2ccc3ccccc3n2)o1	-3	0	0	-2	-3	-7	-6	0
Cc1noc(C)c1S(=O)(=O)N1CCC(C(N)=O)CC1	3	10	-5	-9	4	7	-4	3
COc1ccc(C)cc1NC(=O)c1ccc(S(=O)(=O)N2CCCCC2)cc1	4	14	7	9	-13	32	5	-2
CCOC(=O)N1CCN(C(=O)C2CCCN(S(=O)(=O)c3ccccc3)C2)CC1 (stereo unspecified)	5	-10	5	-2	-14	0	3	-4
O=C(COC(=O)c1ccccc1NCCO)NCc1cccs1	-11	19	-3	3	-3	1	16	3
CC(C)C1NC(=S)N(Cc2ccccc2)C1=O (stereo unspecified)	-12	2	10	-1	-7	-3	7	-1
COc1ccccc1N1CCN(C2=Nc3cccc4cccc2c34)CC1	-2	-2	4	20	-10	-25	-14	1
COc1cc(NC(=O)C2CCCN2S(=O)(=O)c2cccc3cccnc23)cc(OC)c1OC (stereo unspecified)	4	4	2	-7	-10	-5	-2	2
CCCCC(=O)NC1(C(F)(F)F)NC(=O)N(C)C1=O (stereo unspecified)	-7	-5	7	-10	-2	5	18	-3
COc1ccccc1OCC(=O)O/N=C(\N)c1ccccn1	1	-1	6	-9	-9	-44	-8	0
CCC12CN3CC(CC)(CN(C1)C31C(=O)N(C)c3ccc(C)cc31)C2=O (stereo unspecified)	3	2	8	2	7	2	-2	7
COc1cccc(C(c2nnnn2Cc2ccco2)N2CCN(c3cccc(C)c3C)CC2)c1OC (stereo unspecified)	10	9	15	28	3	28	-4	2
Cc1ccc(S(=O)(=O)N(Cc2ccc(Cl)cc2)c2ccccc2C(=O)NCc2cccnc2)cc1	-12	-7	18	4	-11	5	6	-3
COC(=O)c1ccc(NC(=O)c2ccccc2C(=O)Nc2ccc(C(=O)OC)cc2)cc1	6	-4	8	10	-3	2	6	-3
O=C(NC(CC1CCCCC1)C(=O)O)c1ccccc1 (stereo unspecified)	-6	-19	-5	3	5	-10	-4	-1
Cc1cccc(N2C(=O)C(Cc3ccccc3)NC2=S)c1 (stereo unspecified)	-1	9	11	4	2	2	3	-8
O=C(Nc1cccc(N2C(=O)C3CCCCC3C2=O)c1)c1ccccc1 (stereo unspecified)	9	-18	-7	-1	-4	-3	3	5
CCCCNC(=O)Nc1nnc(-c2ccc(OCC)cc2)o1	-17	-30	-21	5	-15	-4	-2	-5
CN(CC(=O)NCc1ccccc1F)S(=O)(=O)c1ccc(Cl)cc1	4	15	10	17	4	6	6	1
Cc1ccc(NC(=O)CSc2nnc(C)n2C2CC2)cc1S(=O)(=O)N1CCOCC1	5	2	2	-6	9	-13	3	-3
Cc1ccc(S(=O)(=O)N2CCOCC2)cc1NC(=O)COC(=O)c1n[nH]c(=O)c2ccccc12	7	12	8	5	-7	-2	-1	-3
CC(=O)c1ccc(OCc2cccc(C(F)(F)F)c2)cc1O	-5	7	4	5	3	-8	8	-4
C=CCn1c(SCC(=O)Nc2cc(C)on2)nc2sc3c(c2c1=O)CCCC3	4	-2	-11	-10	-5	7	-6	1
O=c1[nH]c(Cc2ccccc2)nc2ccccc12	4	16	4	12	-6	2	-16	-1
CC(C)CN(C(=O)COC(=O)c1cc2ccccc2cc1O)c1c(N)n(Cc2ccccc2)c(=O)[nH]c1=O	12	·	9	-9	-20	-1	·	·

An excerpt of these results, with values under each structure:
Value order: CXCR6 block	APJ antagonist	CCR6 antagonist	EBI2 block	ATG4B inhibitor	Gli-Sufu antag	UBC13 polyUb	APJ ag
COc1cccc(C(c2nnnn2Cc2ccco2)N2CCN(c3cccc(C)c3C)CC2)c1OC (stereo unspecified)
  10	9	15	28	3	28	-4	2
Cc1nn(Cc2ccc(F)cc2)c(C)c1NC(=O)c1nn(C)cc1Cl
  -4	2	5	-21	1	1	4	-2
CC1(C)OC(=O)C(C(c2ccccc2)C(C#N)C(N)=O)=C(O)O1 (stereo unspecified)
  0	22	11	-22	0	1	-5	0

Continuation:
SMILES	CXCR6 block	APJ antagonist	CCR6 antagonist	EBI2 block	ATG4B inhibitor	Gli-Sufu antag	UBC13 polyUb	APJ ag
O=C(NCc1ccncc1)Nc1ccc2c(c1)OCO2	0	5	0	-6	2	-20	0	-2
CCCCNC(=O)c1onc(CSc2ccc(Cl)cc2)c1C(=O)O	-7	9	6	0	-10	-6	-1	-3
Cn1cnnc1Sc1ccc(C(=O)OCC(=O)Nc2cc(Cl)cc(Cl)c2)cc1[N+](=O)[O-]	-20	-68	6	19	-19	-7	16	9
O=C(c1ccc(Cl)cc1)N1N=CCC1(O)c1ccc(Cl)cc1 (stereo unspecified)	1	-12	12	11	11	-7	-22	-2
COc1ccc(C(=O)Nc2nc(-c3ccc(S(=O)(=O)N4CCOCC4)cc3)cs2)cc1	-5	-18	-14	-8	-11	33	3	10
CC(SCc1ccccc1)C(=O)NC1CCCC1 (stereo unspecified)	-6	6	5	2	-5	-3	1	2
O=C(Cc1ccccn1)c1ccccc1	-3	7	1	-8	6	-9	-2	2
CCOC(=O)c1[nH]ncc1CN1CCCC(C(=O)c2cccc3ccccc23)C1 (stereo unspecified)	9	9	4	9	9	6	1	-2
CCc1cccc(NC(=O)C2CCCN2S(=O)(=O)c2ccccc2C(F)(F)F)c1 (stereo unspecified)	0	-38	22	2	3	-3	4	-2
Cc1ccnc(NS(=O)(=O)c2ccc(NC(=O)C(C)(C)C)cc2)n1	-5	1	6	-13	-7	2	2	2
O=C(O)c1ccc(-c2nc3ccccc3[nH]2)cc1	-4	-10	-8	-2	-4	-2	0	2
O=C(NCc1ccccc1)c1cc2ccccc2o1	12	10	15	5	10	-2	-4	-4
COc1cc2nc(N3CCN(C(=O)c4ccco4)CC3)nc(N)c2cc1OC	2	12&-5	10	5	-1	1	18&15	5&2
COc1cc(C(c2nnnn2C(C)(C)C)N2CCN(c3nc4ccccc4s3)CC2)ccc1O (stereo unspecified)	4	-5	1	-9	-6	6	-12	0
CCOC(=O)C1CCN(C(=O)COC(=O)COc2ccc(Cl)cc2)CC1	-2	-3	11	1	-3	-1	-4	0
COc1ccc(NS(=O)(=O)c2cc(S(C)(=O)=O)ccc2C)cc1	2	11	5	3	8	-2	-3	-1
Cc1cc(OCC(=O)NCc2ccccn2)cc(C)c1Br	-5	-3	0	-1	16	2	11	-1
Cc1nc(SCc2ccccc2)[nH]c(=O)c1CC(=O)OCC(C)C	3	-16	-5	-3	-3	-3	0	-3
CCOC(=O)C1CCN(C(=S)Nc2ccc(C)cc2)CC1	10	-4	11	-12	-4	-6	6	-3
CC(C)(C)NCCC(O)c1cc(C(F)(F)F)nc2c(C(F)(F)F)cccc12 (stereo unspecified)	-16	·	-6	-12	-3	20	·	·
O=C(COC(=O)/C=C/c1ccc(C(F)(F)F)cc1)NCC1CCCCC1	-1	13	5	0	-11	-3	-4	-6
COc1ccc(CNC(=O)C(=O)NCC(c2ccco2)N2CCOCC2)cc1 (stereo unspecified)	-6	-3	-1	-1	2	-1	5	-3
Cc1cc(Cl)c(S(=O)(=O)NC2CCCC2)cc1OCC(N)=O	-5	12	8	-1	0	-9	-5	-4
Cc1cc(NCC(C)C)n2ncnc2n1	-2	-5	-7	-1	-10	3	0	-1
CCCCc1ccc(NC(=S)NCc2cccnc2)cc1	-5	-22	9	-5	-8	5	4	1
COC(=O)c1ccc(CSc2nnc(-c3ccncc3)n2Cc2ccccc2)o1	5	10	7	0	1	-10	-11	-3
Cc1ccc(C(=O)NC(=S)N2CCCCCC2)cc1	6	2	2	-3	3	0	1	-3

One compound at a time (already shown). Order of screens: CXCR6 block	APJ antagonist	CCR6 antagonist	EBI2 block	ATG4B inhibitor	Gli-Sufu antag	UBC13 polyUb	APJ ag
O=C(COC(=O)/C=C/c1ccc(C(F)(F)F)cc1)NCC1CCCCC1 is entered as -1	13	5	0	-11	-3	-4	-6
COc1ccc(CNC(=O)C(=O)NCC(c2ccco2)N2CCOCC2)cc1 (stereo unspecified) is entered as -6	-3	-1	-1	2	-1	5	-3
CCCCc1ccc(NC(=S)NCc2cccnc2)cc1 is entered as -5	-22	9	-5	-8	5	4	1
Cc1cc(NCC(C)C)n2ncnc2n1 is entered as -2	-5	-7	-1	-10	3	0	-1
COC(=O)c1ccc(CSc2nnc(-c3ccncc3)n2Cc2ccccc2)o1 is entered as 5	10	7	0	1	-10	-11	-3

Screens: PubChem BioAssay, Sanford-Burnham Center for Chemical Genomics
